Cneo AK release = causes C. neoformans cell lysis. adenylate kinase release luminescence, 4 h; normalised: neutral wells 0, clomiphene wells 100. lysis activity, % at 15 µM. 360,000 compounds, 0.2% hits. AID 651654;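 active = mean lysis activity across replicates of at least 80%, whatever share of replicates individually reach that level; inactive = mean lysis activity below 80%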
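Material: C. neoformans cells; Schedule: 4 h static compound exposure, 37 °C, read 1 h post-reagent; Measured by: adenylate kinase release luminescence; Read-out: signal increase indicating cell lysis; Controls: Clomiphene as positive lysis control.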
PglD DTNB = inhibitors of Campylobacter jejuni PglD acetyltransferase. purified PglD enzyme, DTNB colorimetric CoA detection. inhibition, % at 12.5 µM. 360,000 compounds, 0.098% hits. AID 602405; in the data active = inhibition above about 16%, passing the limit was not always enough; also: strong numbers were not always called active
E-sel inducer = E-selectin induction on HUVECs | P16581 | HUVEC E-selectin immunofluorescence imaging; normalized: neutral wells 0, TNF-alpha wells 100 | activation, % at 7.58 µM | 260,000 compounds, 0.37% hits;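 active = mean E-selectin-positive cell signal at least 10% of the positive control, reached in at least 60% of replicates, without over 20% cell loss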;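 also: in these data hits start at about 27%; measured in HUVEC primary endothelial cells; signal is the percent of cells scored E-selectin positive by PE staining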
Target sequence (P16581 whole entry, looked up): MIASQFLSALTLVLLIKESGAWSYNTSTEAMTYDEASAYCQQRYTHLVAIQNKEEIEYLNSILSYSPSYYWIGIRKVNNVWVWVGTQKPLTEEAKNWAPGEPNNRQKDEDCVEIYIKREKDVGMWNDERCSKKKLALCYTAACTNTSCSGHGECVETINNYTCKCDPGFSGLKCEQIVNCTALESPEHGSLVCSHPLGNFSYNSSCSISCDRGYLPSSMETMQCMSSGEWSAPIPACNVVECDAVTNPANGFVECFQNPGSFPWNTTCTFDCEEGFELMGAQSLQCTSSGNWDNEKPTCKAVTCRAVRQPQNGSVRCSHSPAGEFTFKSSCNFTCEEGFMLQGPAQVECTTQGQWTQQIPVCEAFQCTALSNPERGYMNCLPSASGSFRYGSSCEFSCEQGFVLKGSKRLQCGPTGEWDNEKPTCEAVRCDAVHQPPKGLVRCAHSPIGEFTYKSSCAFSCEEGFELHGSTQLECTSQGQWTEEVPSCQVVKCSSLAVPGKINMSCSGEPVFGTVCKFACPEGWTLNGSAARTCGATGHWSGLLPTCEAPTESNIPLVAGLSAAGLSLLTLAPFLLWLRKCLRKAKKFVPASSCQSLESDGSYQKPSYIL
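System: HUVEC, human umbilical vein endothelial cells; quantity: 3,000 cells/well; buffer or medium: EGM-2 medium, gelatin-coated wells; dosing: single-point compound dose; detection: immunofluorescence imaging; evaluation: % PE-positive cells; benchmarks: TNF-alpha, DMSO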
PGC1a acetyl inh = PGC1a acetylation modulation, inhibitor mode; U2OS PGC1a acetylation, AlphaScreen anti-acetyl-lysine; with virally co-expressed GCN5 acetyltransferase; inhibition, % at 15.6 µM; 350,000 compounds, 0.17% hits;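 active = every replicate shows inhibition of at least 40%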;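 also: 0% = neutral control wells and 100% = positive control wells; some results beyond the cut were filed as inactive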
RAD52 inh = RAD52 (human) annealing inhibition. P43351. recombinant RAD52 DNA annealing, FRET fluorescence. inhibition, % at 18.7 µM. 360,000 compounds, 0.46% hits. AID 651710;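 active = every replicate showing at least 50% inhibition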
Target sequence (P43351 whole entry, looked up): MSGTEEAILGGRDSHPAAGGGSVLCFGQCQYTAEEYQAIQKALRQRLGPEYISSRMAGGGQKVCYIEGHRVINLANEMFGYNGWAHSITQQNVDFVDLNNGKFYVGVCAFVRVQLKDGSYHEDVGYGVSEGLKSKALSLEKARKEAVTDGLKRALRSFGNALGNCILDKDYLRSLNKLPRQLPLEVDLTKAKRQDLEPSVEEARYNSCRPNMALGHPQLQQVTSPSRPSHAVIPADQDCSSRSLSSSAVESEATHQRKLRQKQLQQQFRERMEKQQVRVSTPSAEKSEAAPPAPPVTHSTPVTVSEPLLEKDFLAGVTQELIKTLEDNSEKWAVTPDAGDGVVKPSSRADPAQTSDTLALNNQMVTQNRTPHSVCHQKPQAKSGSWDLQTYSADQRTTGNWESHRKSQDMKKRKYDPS
ERAP1 inh = blocks human ERAP1 aminopeptidase activity | inhibition, % at 10.7 µM | recombinant ERAP1, Leu-AMC fluorescence, 60 min | 340,000 compounds, 0.15% hits | Q9NZ08;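 active = mean replicate inhibition of at least 30%, or all replicates individually reaching that 30% level; inactive = mean below 30% and not every replicate reaching it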;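 also: 0% = neutral control wells and 100% = L-leucinethiol positive control wells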
miR122 inh = miR-122 inhibition in Huh7 cells | 340,000 compounds, 0.3% hits | AID 602342 | Huh7 miR-122 Renilla luciferase sensor, 48 h; neutral wells = 0, positive control = 100 | activation (reporter increase), % at 12.5 µM;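 active = mean replicate activation score at least 90 and every replicate individually at or above 90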;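 also: higher luciferase means less miR-122 activity so hits act as miR-122 inhibitors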
RAD54 inh = RAD54 (human) branch migration inhibition; RAD54 Holliday junction branch migration, FAM/BHQ fluorescence; 360,000 compounds, 0.14% hits; inhibition, % at 10.4 µM; AID 602329;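 active = mean normalized replicate activity at least 40 and at least half of replicates scoring 40 or more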;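 also: 0% = median of neutral control wells and 100% = median of positive control wells; inhibitors cause a drop in the FAM fluorescence signal; in these data hits start at about 50%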
Starred values were filed as active, the others as inactive; . = no result given; [ ] = another dose, or the depositor's remark.

1) N#Cc1c(Cl)cccc1Oc1ccc(S(=O)(=O)Nc2ccccc2)cc1
2) O=C(C[C@@H]1CC[C@@H](NC(=O)C2CCOCC2)[C@H](CO)O1)NCc1ccccc1Cl
3) O=C1CC(c2ccco2)CC(O)=C1C=NCCO (stereo not given)
4) CCN1C(=O)/C(=C\N2CCN(c3ccccc3)CC2)SC1=S
5) O=C(C[C@H]1C[C@H]2c3cc(NC(=O)Cc4ccncc4)ccc3O[C@H]2[C@@H](CO)O1)NCc1cc(F)ccc1F
6) COc1ccc(CNC(=O)c2ccccc2NC(=O)C2=CSCCO2)c(OC)c1
Assay by compound,1,2,3,4,5,6
Cneo AK release,-1,4,3,0,6,0
PglD DTNB,-1,1,4,-6,-1,0
E-sel inducer,-0.1,-0.3,.,.,-0.5,.
PGC1a acetyl inh,-3,3,3,3,0,-4
RAD52 inh,-7,17,.,.,-7,-12
ERAP1 inh,0,-5,.,.,0,2
miR122 inh,0,7[16.7 µM],-8,-13,5[16.7 µM],-11
RAD54 inh,-24,5,1,4,8,-11

7) OCCCn1c(-c2ccccc2)nc(=S)c2c1CCCC2
8) Cc1noc(C)c1NC(=O)N(C)C[C@H]1Oc2ccc(NS(=O)(=O)c3ccc(F)cc3)cc2C(=O)N([C@@H](C)CO)C[C@H]1C
9) CCNC(=O)[C@H]1[C@H](CO)[C@H]2Cn3c(ccc(C4=CCCCC4)c3=O)[C@H]2N1Cc1ccc2c(c1)OCO2
10) Cc1ccc(S(=O)(=O)N(C)C[C@@H]2OCCCC[C@@H](C)Oc3ccc(NS(=O)(=O)c4ccc(F)cc4)cc3C(=O)N([C@H](C)CO)C[C@@H]2C)cc1
11) Cc1cc(C)c(-c2cc(C(=O)Nc3cc(C)ccc3C)[nH]n2)c(O)c1
12) Cc1ccc(-n2cc(CNCCCn3ccnc3C)c(-c3ccc(F)cc3)n2)cc1
Assay by compound,7,8,9,10,11,12
Cneo AK release,10,-7,.,0,2,9
PglD DTNB,5,1,.,3,7,2
E-sel inducer,.,0.6,-0.1,-0.1,.,0.4
PGC1a acetyl inh,.,1,-9,8,-4,-25
RAD52 inh,.,-14,3,21,-18,-8
ERAP1 inh,.,-1,2,3,2,1
miR122 inh,-4,-13[16.7 µM],.,9[16.7 µM],-4,-7
RAD54 inh,-4,-4,.,9,-14,30

13) CO[C@@H]1CN(C)C(=O)c2cc(NC(=O)Cc3ccccc3)ccc2OC[C@H](C)N(C)C[C@H]1C
14) C[C@@H]1CCCCO[C@H](CN(C)C(=O)c2ccccc2)[C@H](C)CN([C@H](C)CO)C(=O)c2cc(NS(=O)(=O)c3ccc(Cl)cc3)ccc2O1
15) Cc1cccc(C(=O)Nc2ccc3ccccc3c2)c1
16) CC(C)N(Cc1nccn1C)C(=O)CC1C(=O)NCCN1Cc1ccc(F)cc1 (stereo not given)
17) CC(C)C(=O)Nc1ccc2c(c1)C(=O)N(C)[C@H]1CC[C@H](CC(=O)Nc3cccc(F)c3)O[C@@H]1CO2
18) COc1ccccc1NC(=O)N1CCN(c2cc(-c3ccccc3)nc3ncnn23)CC1
Assay by compound,13,14,15,16,17,18
Cneo AK release,-3,5,-16,1,-2,1
PglD DTNB,2,-6,-5,0,-1,-3
E-sel inducer,-0.3,-0.2,0.9,.,-0.1,.
PGC1a acetyl inh,.,-14,9,7,1,6
RAD52 inh,1,27,-8,-25,-9,-7
ERAP1 inh,-1,0,1,-1,-1,1
miR122 inh,1[16.7 µM],-7[16.7 µM],-4,-5,-35[16.7 µM],-4
RAD54 inh,3,2,-5,9,2,-6

19) C[C@H](CO)N1C[C@H](C)[C@@H](CN(C)C(=O)NC2CCCCC2)Oc2ncc(-c3ccccc3F)cc2C1=O
20) COc1cc(NC(=O)c2cc(Cl)nnc2Cl)cc(OC)c1OC
21) COc1ccc(CNC(=O)c2cc3c(C)nc4ccccc4c3o2)c(OC)c1
22) O=C(C1CC1)N1CC(=O)N2[C@H](CO)[C@H](c3ccc(-c4cccnc4)cc3)[C@@H]2C1
23) CCCC#Cc1ccc2c(c1)O[C@@H](CN(C)C(=O)CC)[C@@H](C)CN([C@H](C)CO)S2(=O)=O
24) Cc1ccc(C)c(/C(O)=C2\C(=O)C(=O)N(CCCn3ccnc3)C2c2cccnc2)c1 (stereo not given)
Assay by compound,19,20,21,22,23,24
Cneo AK release,-9,3,-1,.,-2,3
PglD DTNB,-3,3,7,.,-1,.
E-sel inducer,0.2,.,.,0.0,0.4,.
PGC1a acetyl inh,-4,-34,-2,-3,-2,10
RAD52 inh,-7,-4,.,-9,0,.
ERAP1 inh,-4,3,.,5,2,.
miR122 inh,29[16.7 µM],-26,-5,.,15[16.7 µM],1
RAD54 inh,1,-7,-5,.,-4,3

25) CCC(=O)N(C)C[C@@H]1Oc2cc(C#Cc3ccccc3)ccc2S(=O)(=O)N([C@@H](C)CO)C[C@@H]1C
26) Cc1c(C(=O)NC(C)CCc2ccccc2)cccc1[N+](=O)[O-] (stereo not given)
27) Cc1ccc2nc(-c3ccccc3)cc(C(=O)NCC(c3ccco3)N(C)C)c2c1 (stereo not given)
28) O=C(NC1CCC1)[C@H]1[C@H](CO)[C@H]2Cn3c(ccc(/C=C/c4ccccc4)c3=O)[C@H]2N1Cc1cncnc1
29) CCNC(=O)C1(C)CCCN(C(=O)/C=C/c2ccccc2)C1 (stereo not given)
30) Fc1ccc(/C=N/c2c(-c3ccc(F)cc3)nc3n2CCS3)cc1
Assay by compound,25,26,27,28,29,30
Cneo AK release,-2,1,-1,2,0,0
PglD DTNB,-1,-1,-5,4,1,1
E-sel inducer,0.8,.,.,-0.2,0.3,.
PGC1a acetyl inh,-8,-4,.,.,-7,-2
RAD52 inh,-39,.,-4,-36,-9,.
ERAP1 inh,4,.,2,-6,1,.
miR122 inh,20[16.7 µM],6,-7,.,-2,2
RAD54 inh,-2,5,4,-1,-10,-8

31) COc1ccccc1-c1ccc2c(c1)[C@@H]1[C@@H](CCN1S(=O)(=O)c1ccccc1F)[C@H](CO)N2
32) Cc1ccccc1NC(=S)NNC(=O)c1csc2c1CCC(C)C2 (stereo not given)
33) COCC1CCN(Cc2nc(-c3cccs3)no2)C1 (stereo not given)
34) COc1ccc(CCn2c(=O)[nH]c3cc(C(=O)N4CCN(c5ccccn5)CC4)ccc3c2=O)cc1OC
35) CCc1ccc(N2C(=O)C3NN=C(C(=O)OCc4ccccc4)C3C2=O)cc1 (stereo not given)
36) Cn1c(=O)c2c(nc(Cl)n2CCOc2ccccc2)n(C)c1=O
Assay by compound,31,32,33,34,35,36
Cneo AK release,-3,-2,.,2,3,0
PglD DTNB,1,-1,.,-6,5,0
E-sel inducer,-0.6,.,.,6.5,-0.2,-0.4
PGC1a acetyl inh,-8,-14,-11,.,.,.
RAD52 inh,37,.,-19,-18,.,-21
ERAP1 inh,0,.,1,1,.,-5
miR122 inh,-6[16.7 µM],-2,-3,3,-15,.
RAD54 inh,8,1,.,2,-6,-10

Single records, as listed above. Order of screens: Cneo AK release | PglD DTNB | E-sel inducer | PGC1a acetyl inh | RAD52 inh | ERAP1 inh | miR122 inh | RAD54 inh
`COc1ccccc1-c1ccc2c(c1)[C@@H]1[C@@H](CCN1S(=O)(=O)c1ccccc1F)[C@H](CO)N2` is entered as -3 | 1 | -0.6 | -8 | 37 | 0 | -6[16.7 µM] | 8
`Cn1c(=O)c2c(nc(Cl)n2CCOc2ccccc2)n(C)c1=O` is entered as 0 | 0 | -0.4 | . | -21 | -5 | . | -10
`COc1ccc(CCn2c(=O)[nH]c3cc(C(=O)N4CCN(c5ccccn5)CC4)ccc3c2=O)cc1OC` is entered as 2 | -6 | 6.5 | . | -18 | 1 | 3 | 2
`COCC1CCN(Cc2nc(-c3cccs3)no2)C1` (stereo not given) is entered as . | . | . | -11 | -19 | 1 | -3 | .
`Cc1ccccc1NC(=S)NNC(=O)c1csc2c1CCC(C)C2` (stereo not given) is entered as -2 | -1 | . | -14 | . | . | -2 | 1

New compounds follow
37) Cc1ccc(S(=O)(=O)N2C[C@@H](O)COC[C@H]3O[C@H](CC(=O)NCc4ccc(Cl)c(Cl)c4)CC[C@@H]32)cc1
38) COc1cc(Cl)c(C)cc1NC(=O)COc1ccccc1[N+](=O)[O-]
39) FC(F)(F)c1ccc(-c2nc(=S)[nH][nH]2)cc1
40) O=C(c1cccc(F)c1)N1C[C@H]2[C@@H](c3ccccc31)[C@@H](CO)N2C(=O)C1CCCCC1
41) Cc1cccc(OCc2nnc(SCC(=O)O)n2Cc2ccccc2)c1
42) Cc1ccc(C)c(NS(=O)(=O)c2cc(C(=O)NCc3ccco3)ccc2C)c1
Assay by compound,37,38,39,40,41,42
Cneo AK release,-2,3,-1,-10,2,-8
PglD DTNB,-2,-1,0,0,-6,-4
E-sel inducer,0.1,.,.,-0.3,.,.
PGC1a acetyl inh,-5,.,.,-5,1,3
RAD52 inh,-41,.,-2,-3,-20,.
ERAP1 inh,0,.,-2,-2,3,.
miR122 inh,-3[16.7 µM],4,5,85[16.7 µM],-5,200*
RAD54 inh,0,-4,-1,2,3,0

43) COc1ccc(S(=O)(=O)N2CCN(CC(=O)Nc3ccc(F)c(F)c3)CC2)cc1
44) CCCCCSc1nc(C)c(CC(=O)O)c(=O)[nH]1
45) C1CN(c2nc3nonc3n3nnnc23)CCO1
46) O=S1(=O)CCN(C2CCCC2)CC1
47) CC(NC(=O)CN(C)S(=O)(=O)c1cccc2nsnc12)c1ccccc1 (stereo not given)
48) O=C(NCC(=O)N1CCC2(CC1)NCCc1[nH]cnc12)c1ccccc1F
Assay by compound,43,44,45,46,47,48
Cneo AK release,0,-2,1,-2,-2,2
PglD DTNB,3,0,-4,-4,-7,1
E-sel inducer,.,.,.,-0.1,.,.
PGC1a acetyl inh,-5,-1,-1,-4,-1,0
RAD52 inh,.,.,.,-13,-1,-4
ERAP1 inh,.,.,.,3,-3,3
miR122 inh,2,-3,0,-5,-4,2
RAD54 inh,-7,-1,2,4,-14,5

49) CNC[C@@H]1Oc2ccc(NC(=O)Cc3ccccc3)cc2CC(=O)N([C@H](C)CO)C[C@@H]1C
50) COc1ccc(CCNC(=O)Cn2nnc(-c3cccc(OC)c3OC)n2)cc1OC
51) CCOC(=O)N(C)[C@H]1C[C@H]2c3[nH]c4ccccc4c3CCN2C[C@H]1[C@H](C)O
52) COc1ccc(C2=NS(=O)(=O)N(C)C(C(=O)N3CCOCC3)=C2)cc1
53) CCNc1nc(Oc2ccc(C(=O)OCC)cc2)nc(SC)n1
54) O=C(Nc1ccc(SC(F)(F)F)cc1)c1ccccn1
Assay by compound,49,50,51,52,53,54
Cneo AK release,53,0,3,0,-3,-3
PglD DTNB,0,1,-2,-5,-1,-1
E-sel inducer,0.1,.,1.3,.,.,.
PGC1a acetyl inh,6,-3,4,2,.,-7
RAD52 inh,3,-2,-51,-6,.,-8
ERAP1 inh,2,2,-1,4,.,-2
miR122 inh,6[16.7 µM],-3,5,-3,-3,-2
RAD54 inh,2,3,-1,0,-8,8

Source: PubChem BioAssay
